Screening results (PubChem)
TDP-43 yeast inh: qHTS of TDP-43 Inhibitors; TDP-43 expressing yeast growth rescue, BacTiter-Glo, 24 h; Potency, µM (series often up to 46.1 µM), for the others: at the highest dose growth rescue (activation), usual class: activators; 1.8% of 410,000 active; also: potency is read from the fitted curve at half-maximal effect; % of control where 0% means no effect; nearly all actives have a fitted effect of over 50% in size
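In this qHTS, compounds that restore growth of yeast expressing TDP-43 appear as activators. Cells (OD600=0.02, galactose medium, raffinose-pregrown) are incubated with compound 24 hr at 30 deg C and growth is quantified by BacTiter-Glo.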
Akt phos inh: HTS Assay for Inhibitors of Akt Phophorylation: Primary Screen. activity change, % for hits at 50 µM. Neuro2A IGF-stimulated pAkt S473 HTRF, 20 min; stronger effect = lower value. 0.32% of 360,000 active; in the data active = activity change below about -80%; inconclusive = mostly about -51% to -80%; also: % is scaled to controls: 0 for no effect and ±100 for the full control effect
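Neuro2A cells in DMEM with 0.5% FBS, overnight at 37 deg C, given compound at single 50 µM final, then IGF (6 nM final) for 20 min at 37 deg C. Lysed; phospho-Akt Ser473 by HTRF after 24 h, 665/615 ratio.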
GLP-1R agonist: qHTS of GLP-1 Receptor Agonists; HEK293 GLP-1R CRE-luciferase, luminescence, 4-6 h; cells express a hypersensitive GLP-1R form; AID 624172, 2012; Glucagon-like peptide 1 receptor (Homo sapiens), P43220; 0.007% of 380,000 active; Potency, µM (top dose mostly 45.6 µM), inactives show top-dose activation, actives largely listed as activators; also: potency is read from the fitted curve at half-maximal effect; % of control where 0% means no effect
Abeta rescue: qHTS for compounds that reverse cellular toxicity of Amyloid beta (A-beta) peptide in yeast: Primary Screen | Potency, µM (top dose mostly 46.1 µM), without a hit: at the highest dose growth rescue, actives largely listed as activators | yeast expressing A-beta42, growth rescue, OD600, 48 h; response scale: 0% DMSO, 100% iron-clioquinol control | 0.063% of 410,000 active; also: potency is read from the fitted curve at half-maximal effect; nearly all actives have a fitted effect of over 55% in size
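Yeast growth medium received pinned compounds, then yeast cells expressing toxic A-beta were added; plates incubated at 30 C for 48 hr. Growth read as absorbance at 600 nm, normalized to DMSO and equimolar FeCl3 plus clioquinol controls.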
FUS yeast rescue: qHTS for Suppressors of FUS Proteinopathy: Primary screen using FUS-linked yeast assay; 0.24% of 390,000 active; S. cerevisiae FUS-expressing, growth rescue, OD600, 24 h; AID 1347120, 2019; Potency, µM (titrated, usually from 76.6 µM), without a hit: at the top dose growth rescue (activation), usual class: activators;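 also: potency is read from the fitted curve at half-maximal effect; plate controls were DMSO vehicle for no effect and reference control for full effect; nearly all actives have a fitted effect of over 55% in size; some results filed as inactive show a strong effect at the top dose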
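Yeast FUS proteinopathy model; galactose-induced FUS (2%), starting OD 0.005. Cpds in dilution series, 24hr, 30C, 99% humidity. Abs 600 nm growth. Pos ctrl CP55940 (top 92uM final); neg ctrl DMSO.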
GLP1R inv ag: qHTS of GLP-1 Receptor Inverse Agonists (Inhibition Mode) | Glucagon-like peptide 1 receptor (Homo sapiens), P43220 | HEK293 GLP-1R CRE-luciferase, luminescence, 24 h; GLP-1R form is constitutively active | Potency, µM (doses to about 38.3 µM), without a hit: top-dose activity change, negative = inhibition, usual class: inhibitors | 1.6% of 410,000 active; also: potency is read from the fitted curve at half-maximal effect; % is scaled to controls: 0 for no effect and ±100 for the full control effect; nearly all actives have a fitted effect of over 55% in size
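Luminescence readout: a drop in cAMP-driven luciferase signal flags inverse agonism at a constitutively active GLP-1R stably expressed in HEK293. Compound exposure lasted 24 hr at 37 deg C, 5% CO2.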
D3 antag: qHTS of D3 Dopamine Receptor Antagonist: qHTS. D(3) dopamine receptor (Homo sapiens), P35462. D3R cells, DiscoveRx beta-arrestin luminescence, antagonist mode; stronger effect = lower value. max response, negative = inhibition, %. 2.5% of 360,000 active. AID 652054, 2013; in the data active = max response below about -50%; inconclusive = no clear call, values can overlap the other calls; also: % is scaled to controls: 0 for no effect and ±100 for the full control effect; mostly tested at two doses, the higher about 12 µM
Target sequence (P35462 whole entry, looked up): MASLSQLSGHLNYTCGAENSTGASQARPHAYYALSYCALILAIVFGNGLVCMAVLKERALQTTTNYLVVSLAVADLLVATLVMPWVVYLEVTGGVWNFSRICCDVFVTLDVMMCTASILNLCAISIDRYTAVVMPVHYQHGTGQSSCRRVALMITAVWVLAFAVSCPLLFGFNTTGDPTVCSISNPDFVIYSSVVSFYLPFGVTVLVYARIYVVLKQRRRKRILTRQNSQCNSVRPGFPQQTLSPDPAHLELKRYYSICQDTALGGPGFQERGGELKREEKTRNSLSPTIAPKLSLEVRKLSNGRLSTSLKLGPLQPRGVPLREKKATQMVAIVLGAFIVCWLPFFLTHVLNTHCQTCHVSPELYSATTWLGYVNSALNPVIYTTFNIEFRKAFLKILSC
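Cells expressing the human receptor were seeded at 1500 cells/well, incubated overnight at 37 degrees C in 5% CO2, then exposed to library compounds with dopamine controls for 90 minutes at 37 degrees C before luminescent detection.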
PTHR1 agonist: qHTS for PTHR1 Agonists: Primary Screen | Parathyroid hormone/parathyroid hormone-related peptide receptor (Homo sapiens), Q03431 | HEK293 GP2 PTHR1 cells, GloSensor cAMP luminescence, 1 h | Potency, µM (titrated, usually from 115 µM), for the others: top-dose activation, most hits filed as activators | 0.075% of 410,000 active | AID 743266, 2014; also: potency is read from the fitted curve at half-maximal effect; nearly all actives have a fitted effect of over 55% in size; some results filed as inactive show a strong effect at the top dose; inactives centre near -15; many of its hits are not listed in these tables
Target sequence (Q03431 whole entry, looked up): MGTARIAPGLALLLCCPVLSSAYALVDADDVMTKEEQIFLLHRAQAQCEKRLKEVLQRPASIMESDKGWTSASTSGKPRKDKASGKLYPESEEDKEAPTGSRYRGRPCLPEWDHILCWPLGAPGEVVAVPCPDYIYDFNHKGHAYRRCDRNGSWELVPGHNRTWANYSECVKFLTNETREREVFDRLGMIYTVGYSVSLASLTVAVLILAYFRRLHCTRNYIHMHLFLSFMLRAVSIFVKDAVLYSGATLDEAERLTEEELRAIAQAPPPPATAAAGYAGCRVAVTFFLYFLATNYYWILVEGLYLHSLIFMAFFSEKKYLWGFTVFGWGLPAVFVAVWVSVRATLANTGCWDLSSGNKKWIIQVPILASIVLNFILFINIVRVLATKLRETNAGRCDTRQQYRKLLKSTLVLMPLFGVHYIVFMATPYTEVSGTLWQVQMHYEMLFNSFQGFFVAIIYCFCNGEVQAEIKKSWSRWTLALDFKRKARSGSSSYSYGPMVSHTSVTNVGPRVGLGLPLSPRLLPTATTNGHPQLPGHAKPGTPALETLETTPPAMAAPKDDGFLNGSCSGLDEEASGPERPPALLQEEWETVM
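HEK-293-derived GP2 cells expressing PTHR1 and a GloSensor cAMP reporter, 3,000/well, plated overnight, given luciferin plus IBMX (each 0.5 mM as added) for 1 h at 37 °C, then compound for 1 h at 37 °C. Luminescence was read after 15 min at room temperature.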
aSyn yeast inh: qHTS of alpha-syn Inhibitors | Yeast expressing alpha-synuclein, growth rescue, BacTiter-Glo, 24 h | Potency, µM (highest dose often 46.1 µM), inactives show at the top dose growth rescue (activation), usual class: activators | 0.14% of 370,000 active; also: potency is read from the fitted curve at half-maximal effect; % of control where 0% means no effect; nearly all actives have a fitted effect of over 65% in size
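Galactose-induced alpha-syn yeast (OD600=0.02, raffinose-pregrown) + pinned cpd, 24 hr, 30 deg C; growth by BacTiter-Glo luminescence. Growth restoration scores as activation.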
Active calls of the source: *; i = inactive; ? = inconclusive; . = no result given; [ ] = dose if it differs, or a comment. Unless noted, calls follow the shape of the dose curve; as a rule, active = well fitted curve in the direction sought with a large enough effect; inconclusive = small, poorly fitted or top-dose-only effect, or another doubt; inactive = no such curve, though single readings can be large; an effect the other way counts as inactive or inconclusive. An excerpt; rates above refer to the full screens.

SMILES	TDP-43 yeast inh	Akt phos inh	GLP-1R agonist	Abeta rescue	FUS yeast rescue	GLP1R inv ag	D3 antag	PTHR1 agonist	aSyn yeast inh
CCc1noc(C)c1C(=O)Nc1ccccc1N1CCOCC1	?	i	-2%	8%	-1%	5%	17	-19%	5%
Cc1nn(C)c(C)c1/C=C/C(=O)O	17%	i	0%	2%	-37%	1%	0	i	8%
O=S(=O)(c1ccc(Cl)c(C(F)(F)F)c1)N1CCN(CC(O)COc2ccccc2F)CC1 (configuration not stated)	-3%	i	11%	4%	36%	?	-25	-4%	1%
FC(F)c1nnc2c(Cl)cc(C(F)(F)F)cn12	4%	i	0%	-16%	-26%	3%	6	i	5%
O=C(NCc1nnc(SCC(=O)N2CCCC2)o1)c1ccc(F)cc1	22%	i	-12%	21%	4%	12%	-5	i	2%
CC(C)NC(=O)N(C)C[C@H]1Oc2cc(Br)ccc2S(=O)(=O)N([C@H](C)CO)C[C@H]1C	21%	i	4%	7%	-12%	4%	-4	-25%	0%
Cc1ccc(Cn2cc(S(=O)(=O)c3cccc(C)c3)c(=O)c3cc(F)c(N4CCOCC4)cc32)cc1	0%	.	.	12%	19%	-8%	.	-12%	.
Cn1c(N)c(C(=O)COC(=O)CCOc2ccc(C(C)(C)C)cc2)c(=O)n(C)c1=O	-18%[9.22 µM]	i	11%	6%	?	-2%[7.66 µM]	-8	-9%	3%
Cc1ccc(NC(=O)COC(=O)/C=C/c2cccs2)c(C)c1	-15%	i	0%	-6%	.	3%	-10	7%	-2%
CCCC(=O)Nc1nnc(SCC(=O)Nc2nc(C)cs2)s1	15%	i	9%	-3%	1%	18%	14	i	-1%
COc1cc2c(c(OC)c1OC)-c1c(cc3c(c1OC)OCO3)C1OC2[C@@H](C)[C@H]1C (some centres not stated)	11%	i	1%	0%	1%	-24%	14	i	-1%
COc1ccc(C(C)(C)C)cc1NC(=O)COC(=O)C1=NNC(=O)CC1	13%	i	9%	16%	7%	16%	-5	i	0%
Cc1oc2c(c1C(=O)O)C(=O)c1ccccc1C2=O	-45%[inhibitor]	i	-4%	-80%[inhibitor]	-25%	0%	0	-4%	9%
Cc1nn2c(-c3cccc(NC(=O)CN4CCOCC4)c3)nnc2c2ccccc12	-10%	i	27%	-4%	16%	107%[activator]	-7	-7%[57.5 µM]	11%
Cc1ccc(NC(=O)c2ncn(CCCNCC3CCCO3)n2)cc1C (configuration not stated)	9%	i	2%	-6%	-8%	-3%	-4	-22%	-5%
CCN(CCCNC(=O)c1cc2c(=O)n(CC)c3ccccc3c2s1)c1cccc(C)c1	-17%	.	-1%	-8%	21%	18%	.	-21%	.
COc1ccc(-c2nnn(CC(=O)N(CCO)C(C(=O)NC3CCCC3)c3ccncc3)n2)cc1 (configuration not stated)	-13%	i	-1%	-5%	19%	6%	-6	-3%	-4%
COc1ccc(C2C(C(=O)N3CCOCC3)c3ccccc3C(=O)N2c2ccc(OC)cc2)cc1 (configuration not stated)	0%	i	-4%	9%	8%	-17%	2	-9%[57.5 µM]	-1%
COc1cccc(N2C(=NC(=O)C3CCCO3)SC3CS(=O)(=O)CC32)c1 (configuration not stated)	-13%	i	0%	-15%	25%	-1%	-19	i	-4%
CC(C)CC(=O)Nc1sc2c(c1C(=O)O)CCCCC2	11µM*	i	5%	-11%	-19%	-5%	7	i	-8%
COc1ccc(NS(=O)(=O)c2cc(NC(=O)c3nc4nc(C)cc(C)n4n3)ccc2C)cc1	-7%	i	13%	10%	-1%	8%	-3	-8%	-1%
O=c1c2[nH]c3ccccc3c2ncn1CCN1CCNCC1	-3%	i	4%	6%	6%	2%	5	i	2%
Cc1cccc(OCC(=O)OCC(=O)c2c(N)n(C)c(=O)n(C)c2=O)c1C	-16%	i	0%	3%	?	-1%	21	i	-1%
COc1ccc(CN2CCN(C(=O)Cn3nc(C(=O)O)c4ccccc4c3=O)CC2)cc1F	-24%	i	-1%	-19%	32%	0%	-9	-34%[inhibitor]	-7%
COc1c(C)cc(C(=O)C2CCCN(C(=O)c3cccc(F)c3)C2)cc1C (configuration not stated)	-1%	i	1%	-11%	5%	?	1	i	9%
CS(=O)(=O)c1ccc(NC(=O)c2cc3c(cc2Cl)N2CCCCCC2=NS3(=O)=O)cc1	?	i	7%	-11%	.	18%	-22	i	-9%
Cc1ccc(NC2=C(Cl)C(=O)OC2NC(=O)c2ccccc2)cc1 (configuration not stated)	1%	i	-8%	-2%	16%	-6%	-25	i	0%
Cc1ccc(CN2CCCn3nc(C(=O)NCc4ccc(N(C)C)cc4)cc3C2=O)cc1	10%[9.22 µM]	.	.	4%	22%	-27%	.	-23%	.
COc1ccc(CNC(=O)C(c2ccc(O)cc2)N(Cc2ccco2)C(=O)c2snc(C(N)=O)c2N)cc1 (configuration not stated)	-11%	i	10%	-4%	28%	?	78	i	2%
CC1CN(C(=O)Nc2ccc(C(=O)NCc3ccccc3F)cc2)c2ccccc2S1 (configuration not stated)	11%	.	.	3%	0%	0%	.	0%	.
CCN(C(=O)CSc1nc2ccccc2n1CCc1ccccc1)C1CCS(=O)(=O)C1 (configuration not stated)	-12%	i	-1%	21%	30%	?	0	i	10%
O=C(Nc1ccccc1Cl)c1ccc(F)c(S(=O)(=O)NCc2ccc(Cl)c(Cl)c2)c1	?	.	.	?	41%	?	.	-33%[inhibitor]	.
CC(C)(C)NC(=O)CSc1nc(-c2ccc(F)cc2)cc(C(F)(F)F)n1	21%	.	1%	-6%	-1%	4%	.	-25%	.
Cn1c(C(=O)NCc2cccs2)cc2oc3ccccc3c21	7%	i	14%	2%	27%	-11%	6	-38%[inhibitor][57.5 µM]	9%
CC(=O)NCCCc1nc2ccccc2n1Cc1ccc(C)cc1	-7%	i	-5%	-6%	16%	1%	-28	i	-11%
CCOC(=O)c1[nH]c(C)c(CCC(=O)NC(C)c2ccccc2)c1C (configuration not stated)	20%[9.22 µM]	.	.	-9%	-1%	-14%	.	-25%	.
Cc1ccc(NCc2nc3ccccc3n2CCOc2ccccc2C)cc1	24%	.	.	?	?	?	.	-35%	.
CCOc1nc(SCCOc2ccc(Cl)cc2Cl)nc(N(C)C)n1	15%	i	24%	11%	.	?	48	-16%	7%
Cc1cccc(NC(=O)NC2CCCCCCC2)c1C	1%	i	-7%	4%	16%	-25%	7	-15%	4%
O=C(CSc1ccc(-c2cccs2)nn1)N1CCCCC1	22µM*	i	2%	20%	.	14%	7	-22%	1%
Cn1c(N)c(C(=O)CSc2nnnn2-c2ccccc2)c(=O)n(C)c1=O	-22%	i	-5%	-19%	-14%	6%	13	i	?
O=C(COC(=O)c1cnccn1)c1ccc2c(c1)CCCC2	28%	i	-2%	-6%	14%	24%	?	16%[57.5 µM]	2%
O=S(=O)(NCc1csc(-c2cccnc2)n1)c1ccc(F)cc1	-12%	i	-2%	-9%	11%	-3%	6	i	-6%
O=C(O)CSc1nc(-c2ccccc2)nc2c1oc1ccccc12	-24%	i	0%	-61%[inhibitor]	16%	3%	?	-1%	-28%
CC(C)CCNC(=O)c1ccccc1NC(=O)C1=CSCCO1	1%	i	-1%	14%	-25%	?	19	-14%	3%
CC(NC(=O)c1ccc(-c2cc(C(F)(F)F)ccc2Cl)o1)c1ccccc1 (configuration not stated)	-13%	i	-12%	9%	-6%	0%	1	-4%[57.5 µM]	-10%
O=C(O)C(O)Cc1c[nH]c2ccccc12 (configuration not stated)	-1%	i	0%	-8%	-9%	-5%	?	10%	-1%
Cc1ccc(-c2nn(-c3ccccc3)cc2/C=N/n2c(-c3cccs3)n[nH]c2=S)cc1	-14%	i	4%	-1%	9%	-27%	3	-11%	0%
CCOc1ccccc1CNC(=O)c1ccc(NC(=O)C2=CSCCO2)cc1	19%	i	12%	.	28%	-22%	8	-37%[inhibitor]	0%
CCCn1c(SCC(=O)NC(C)C)nc2sc3c(c2c1=O)CCC3	-11%	i	19%	-17%	1%	1%	-3	-17%	2%
Cc1ccc(S(=O)(=O)N(C)C)cc1-n1c(SCC(=O)Nc2ccc(F)c(F)c2F)nc2ccccc2c1=O	5%	i	-5%	-6%	25%	-13%	7	i	0%
O=c1c2ccccc2nc(-c2ccc(Br)cc2)n1Cc1ccccc1	?	i	17%	-11%	14%	?	16	9%[57.5 µM]	-29%
CCOC(=O)C1=C(C)C(c2ccc(OC)cc2OC)NC(=O)N1 (configuration not stated)	-1%	i	-5%	0%	10%	2%	-6	-2%[57.5 µM]	-1%

One compound at a time, as listed above:
Record of `O=C(O)CSc1nc(-c2ccccc2)nc2c1oc1ccccc12` = TDP-43 yeast inh = -24%; Akt phos inh = i; GLP-1R agonist = 0%; Abeta rescue = -61%[inhibitor]; FUS yeast rescue = 16%; GLP1R inv ag = 3%; D3 antag = ?; PTHR1 agonist = -1%; aSyn yeast inh = -28%
Record of `Cc1ccc(-c2nn(-c3ccccc3)cc2/C=N/n2c(-c3cccs3)n[nH]c2=S)cc1` = TDP-43 yeast inh = -14%; Akt phos inh = i; GLP-1R agonist = 4%; Abeta rescue = -1%; FUS yeast rescue = 9%; GLP1R inv ag = -27%; D3 antag = 3; PTHR1 agonist = -11%; aSyn yeast inh = 0%
